GSIS activator = primary screen for activators of insulin secretion dependent on glucose, INS-1E cells, GLuc reporter luminescence. AID 743287. activation, % at 16.6 µM. hit rate 0.61% among 370,000. INS-1E GLuc reporter insulin secretion, 2-3 h;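 active = lowest replicate activation of at least 40%, so every replicate reaches that level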;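 note: 0% = median of neutral control wells and 100% = median of IBMX positive control wells; some compounds called inactive have numbers as strong as hits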
Cneo AK release = Cryptococcus neoformans lysis via adenylate kinase release | C. neoformans lysis, adenylate kinase release luminescence, 4 h; normalised: neutral wells 0, clomiphene wells 100 | lysis activity, % at 15 µM | hit rate 0.2% among 360,000;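 active = mean lysis activity across replicates of at least 80%, whatever share of replicates individually reach that level; inactive = mean lysis activity below 80%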
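Test system: log-phase Cryptococcus neoformans yeast cells. Input: 5 × 10^6 yeast cells/mL. Medium: fresh YPD growth medium. Doses: single dose. Incubation: static 4 h at 37 °C with compound, 1 h detection. Measured by: luminescent adenylate kinase detection reagent. Read-out: signal increase indicating cell lysis. Benchmarks: Clomiphene.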
C2C12 statin = protects C2C12 myotubes from simvastatin toxicity. AID 602340. ATP luminescence, 48 h; scaled: DMSO 0, geranylgeraniol control 100. hit rate 0.78% among 330,000. rescue of ATP level, % at 7.49 µM;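 active = mean ATP rescue above about 67%, or every replicate alone reaching that limit, limit read from the data, passing the limit was not always enough; inconclusive = no clear call, values can overlap the other calls; inactive = mean under the limit and some replicate under it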;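 note: myotubes were challenged with 10 µM simvastatin during compound exposure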
miR122 inh = inhibitors of miR-122 in Huh7 cells; activation (reporter increase), % at 12.5 µM; Huh7 miR-122 Renilla luciferase sensor, 48 h; neutral wells = 0, positive control = 100; hit rate 0.3% among 340,000;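 active = mean replicate activation score at least 90 and every replicate individually at or above 90; inconclusive = only one of the two criteria met; inactive = neither criterion met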;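 note: higher luciferase means less miR-122 activity so hits act as miR-122 inhibitors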
PGC1a acetyl inh = lowers PGC1a acetylation signal in U2OS cells. hit rate 0.17% among 350,000. AlphaScreen anti-acetyl-lysine; with virally co-expressed GCN5 acetyltransferase. inhibition, % at 15.6 µM. AID 651687;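 active = every replicate shows inhibition of at least 40%; inconclusive = mean inhibition at least 40% but some replicate below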;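 note: 0% = neutral control wells and 100% = positive control wells; some results beyond the cut were filed as inactive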
CFTR F508del cor = CFTR F508del correction in bronchial cells; CFBE cells, YFP halide quenching; stimulated with forskolin plus potentiator P3; % fluorescence drop versus neutral controls; activity (quench increase), % at 7.58 µM; hit rate 0.36% among 350,000; AID 720511;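 active = mean added fluorescence quench of at least 8% versus neutral control, with both replicates also reaching 8%; inconclusive = only one of the mean or replicate conditions met; inactive = mean below 8% and not both replicates reaching 8%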;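 note: cells transiently co-express mutant CFTR-F508del with the halide-sensitive YFP; corrector assay measuring rescue of mutant channel to the surface after 24 h compound exposure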
FN deposit inh = fibronectin deposition inhibition. inhibition, % at 12.6 µM. hit rate 0.086% among 350,000. AH1F fibroblasts, Alexa488-fibronectin deposition fluorescence, overnight;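 active = mean inhibition across replicates of 30% or more, regardless of how many single replicates reach that level; inconclusive = mean under 30% yet at least half of replicates reach 30%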;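 note: positive control wells lacked labelled fibronectin entirely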
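test system = AH1F fibroblasts assembling fluorescent fibronectin matrix | quantity = 10000 AH1F cells per well | buffer or medium = DMEM plus 2% serum, read in PBS | doses = single dose, pinned | incubation = 1 h cell attachment, overnight exposure to compound and label | detection = fluorescence at 485 nm excitation, 525 nm emission | read-out basis = inhibition from reduced deposited-fibronectin fluorescence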
PglD DTNB = blocks C. jejuni PglD acetyltransferase activity; purified PglD enzyme, DTNB colorimetric CoA detection; inhibition, % at 12.5 µM; hit rate 0.098% among 360,000; in the data active = inhibition above about 16%, passing the limit was not always enough; inconclusive = no clear call, values can overlap the other calls; note: strong numbers were not always called active
The depositor's hits bear a star; ? = inconclusive; . = no result given; [ ] = another dose, or the depositor's remark.

1: COc1ccc(C)cc1NC(=O)C1CCN(S(=O)(=O)c2cccs2)CC1
2: COc1ccc(S(=O)(=O)N2CC[C@@H]3[C@H](CO)Nc4ccc(-c5cccc(C#N)c5)cc4[C@@H]32)cc1
3: COc1ccc(S(=O)(=O)N2CCCC(C(=O)O)C2)cc1Cl (stereo not drawn)
4: O=C(COC(=O)C12CC3CC(CC(O)(C3)C1)C2)NCCc1ccc(Cl)cc1
5: CC(Sc1nnnn1C)C(=O)NC1CCCC1 (stereo not drawn)
6: COCCN(CCOC)S(=O)(=O)NC[C@H]1O[C@@H](n2cnc3c(N)ncnc32)[C@H](O)[C@@H]1O
compound no.	1	2	3	4	5	6
GSIS activator	0.7	3.9	60.2	-34.8	6.7	14.3
Cneo AK release	3.6	-11.4	-0.1	.	-0.5	3.0
C2C12 statin	7.6	-4.2	.	.	2.0	-9.9
miR122 inh	-2.3	-6.3[16.7 µM]	-3.7	.	0.3	-3.7
PGC1a acetyl inh	0.8	-36.6	3.5	4.5	-8.1	4.3
CFTR F508del cor	0.5	1.4	.	-0.1	3.6	1.6
FN deposit inh	-1.2	12.3	.	-12.7	0.6	-4.7
PglD DTNB	3.8	1.9	0.4	.	-1.8	-1.4

7: CO[C@H]1CN(C)C(=O)c2cc(NC(C)=O)ccc2OC[C@H](C)N(C(=O)c2cnccn2)C[C@H]1C
8: COC(=O)CCCCC1SCC2NC(=O)NC21 (stereo not drawn)
9: CCOC(=O)N1CCN(C(=O)c2oc3ccc(S(=O)(=O)N4CCCCCC4)cc3c2C)CC1
10: COc1ccc(S(=O)(=O)N[C@H]2CC[C@H](CC(=O)N3CCc4ccccc4C3)O[C@@H]2CO)cc1
11: Cc1noc(C)c1NC(=O)Nc1ccc2c(c1)C(=O)N([C@H](C)CO)C[C@@H](C)[C@@H](CN(C)S(=O)(=O)c1ccc(Cl)cc1)O2
12: C[C@@H](N)C(=O)N[C@H]1CCC2C3CC=C4C[C@@H](O)CC[C@]4(C)C3CC[C@@]21C (stereo partly drawn)
compound no.	7	8	9	10	11	12
GSIS activator	13.6	2.4	.	3.0	13.9	-4.2
Cneo AK release	-2.3	.	-3.3	3.3	0.1	1.3
C2C12 statin	-8.3	4.6	-4.3	-4.8	2.4	-32.2
miR122 inh	.	1.1	-0.5	.	28.4[16.7 µM]	1.3
PGC1a acetyl inh	10.6	4.6	-7.4	-38.3	-2.5	-12.8
CFTR F508del cor	-3.4	-1.1	.	0.9	0.3	0.7
FN deposit inh	5.4	.	-6.8	.	.	-9.5
PglD DTNB	2.4	.	-3.6	-2.9	-0.7	2.1

13: O=C(Cn1cnc2sc3c(c2c1=O)CCCC3)NCC(=O)Nc1c(F)cccc1F
14: CC(CC(=O)Nc1ccc2c(c1)c(=O)n(C)n2-c1cccs1)c1ccccc1 (stereo not drawn)
15: O=C(CSc1nncc(=O)[nH]1)NC1CCCCC1
16: COc1ccc([C@@H]2[C@@H]3C(=O)N(C(C)(C)C)C(=O)[C@@H]3[C@]3(Cc4ccc(Cl)cc4)C(=O)N(c4ccc(C)cc4)C(=O)N23)cc1
17: O=C(/C=C/NNC(=O)c1cccc(Br)c1)c1cccc(Br)c1
18: CC(C)OP(=O)(c1ccccc1)c1ccccc1
compound no.	13	14	15	16	17	18
GSIS activator	3.1	6.7	11.2	-7.8	.	16.0
Cneo AK release	-1.1	-0.1	11.0	-3.6	-1.6	-2.6
C2C12 statin	15.6	-57.2	5.3	-7.2	2.2	.
miR122 inh	-4.4	14.2	-2.2	.	-2.2	-12.1
PGC1a acetyl inh	-2.0	0.4	.	.	-3.5	.
CFTR F508del cor	0.4	-1.7	1.6	1.6	.	-0.8
FN deposit inh	8.3	8.3	2.3	5.6	.	1.2
PglD DTNB	.	-0.3	-2.6	-7.7	-2.9	-2.8

19: COc1ccc(NC(=O)CSCC(=O)Nc2ccc(S(=O)(=O)N3CCCC3)cc2)cc1
20: COc1ccc(C)cc1NC(=O)CSc1nc2ccccc2nc1N1CCCCC1
21: O=C(CSc1nnnn1C1CCCCC1)N1CCCC1
22: CC(=O)Cc1nsc(NC(=O)C2Cc3ccccc3C(=O)O2)n1 (stereo not drawn)
23: Cn1ccc2c(-c3ccc(C(C)(C)C)cc3)cc3c(c21)C1CCC3O1 (stereo not drawn)
24: CCCCN(CCCNC(=O)C1CCN(C(=O)c2cc3sccc3n2C)CC1)Cc1ccccc1
compound no.	19	20	21	22	23	24
GSIS activator	1.2	.	-6.3	-6.6	0.0	-17.9
Cneo AK release	0.6	0.0	-0.9	-3.9	2.6	0.2
C2C12 statin	-8.6	1.5	3.2	6.5	-16.4	0.4
miR122 inh	-2.3	13.7	-0.5	-7.4	-7.7	-7.4
PGC1a acetyl inh	.	-12.2	8.4	1.4	3.1	-14.1
CFTR F508del cor	-1.6	-2.8	5.3	2.1	-0.9	-0.1
FN deposit inh	.	8.0	.	11.2	-9.9	1.9
PglD DTNB	-4.6	-8.5	-3.9	-3.6	10.9	0.2

25: CC(=O)CSc1nc2ccccc2s1
26: Cc1ccccc1N1CCN(C(=O)c2cc(-c3ccccc3)nc3c2cnn3C(C)C)CC1
27: COc1cccc(N2CCN(C(C)C(=O)NC34CC5CC(CC(C5)C3)C4)CC2)c1 (stereo not drawn)
28: C[C@@H]1CN([C@@H](C)CO)C(=O)c2cc(NC(=O)Nc3ccc(C(F)(F)F)cc3)ccc2O[C@H]1CN(C)C(=O)NC1CCCCC1
29: O=C1CCC(C(=O)OCC(=O)Nc2ccc(SC(F)F)cc2)=NN1
30: Cc1cc(NC(=O)Nc2cccs2)no1
compound no.	25	26	27	28	29	30
GSIS activator	7.7	3.8	-19.6	-19.1	-2.7	-7.3
Cneo AK release	-1.6	-0.5	18.6	2.8	1.5	-1.3
C2C12 statin	.	5.2	-5.7	-6.2	1.7	8.5
miR122 inh	-4.3	-0.2	-1.0	1.0[16.7 µM]	-1.2	-4.0
PGC1a acetyl inh	.	1.6	.	1.0	1.4	-2.9
CFTR F508del cor	.	-3.1	0.3	1.2	-3.8	.
FN deposit inh	-5.4	6.5	-6.1	.	-0.8	.
PglD DTNB	-0.5	7.4	5.6	3.3	-5.3	4.2

31: C[C@H]1CN([C@@H](C)CO)C(=O)Cc2cc(NC(=O)Cc3ccccc3)ccc2O[C@@H]1CN(C)Cc1ccncc1
32: CCn1nnnc1SCC(=O)Nc1ccc(N(C)C)cc1
33: C[C@@H]1CN([C@H](C)CO)C(=O)c2cc(NS(=O)(=O)c3cccs3)ccc2O[C@@H](C)CCCCO[C@H]1CN(C)S(=O)(=O)c1cccs1
34: O=C(O)c1ccc(C=NN2CCCCCC2)cc1
35: CSc1nc(N2CCOCC2)c2c(c1C#N)CC(C(C)C)OC2 (stereo not drawn)
36: C[C@H](NC(=O)C[C@H]1C[C@@H]2c3cc(NC(=O)C4CCC4)ccc3O[C@@H]2[C@H](CO)O1)c1ccccc1
compound no.	31	32	33	34	35	36
GSIS activator	12.5	16.3	-18.6	.	-8.9	-9.6
Cneo AK release	3.9	-6.1	0.4	-1.5	-2.3	-6.5
C2C12 statin	7.3	-19.0	.	-5.1	3.1	0.9
miR122 inh	-5.5[16.7 µM]	11.9	0.6[16.7 µM]	-2.7	-5.6	-3.6[16.7 µM]
PGC1a acetyl inh	-3.6	5.7	-3.8	-1.3	1.9	-7.0
CFTR F508del cor	-2.8	0.7	1.6	-4.5	-0.3	-2.6
FN deposit inh	.	3.5	-14.3	6.2	1.7	-2.6
PglD DTNB	1.1	3.5	0.8	-0.3	-5.4	0.0

37: Cc1cc(=O)n(-c2ccc(C(=O)O)cc2)[nH]1
38: COC(=O)c1sccc1NC(=O)c1ccc(OC)c([N+](=O)[O-])c1
39: CCCn1c(N)c(C(=O)CSc2nnc(Cc3cccs3)n2C2CC2)c(=O)n(C)c1=O
40: CC(=O)c1ccc(-n2cc(C#N)c(=O)[nH]c2=O)cc1
41: CCN1CCN(CCCNC(=O)c2ccc(/C=C3/Sc4ccccc4N(Cc4ccccc4F)C3=O)cc2)CC1
42: Cc1noc(C)c1NC(=O)N(C)C[C@@H]1Oc2ccc(NC(=O)NC3CCCCC3)cc2CC(=O)N([C@H](C)CO)C[C@@H]1C
compound no.	37	38	39	40	41	42
GSIS activator	4.9	2.1	-4.2	-31.3	99.9*	5.9
Cneo AK release	-0.9	1.0	-1.4	.	14.7	-5.0
C2C12 statin	14.0	-14.5	-11.1	-8.9	-21.2	19.6
miR122 inh	-4.6	-0.9	?	.	4.6	-2.0[16.7 µM]
PGC1a acetyl inh	4.1	-1.9	7.4	.	-20.4	5.2
CFTR F508del cor	-2.0	3.1	2.2	-0.9	-3.5	0.2
FN deposit inh	6.1	7.3	-16.2	-5.6	11.2	.
PglD DTNB	1.1	3.2	1.8	.	-1.3	2.7

43: c1nc(N2CCCCC2)c2[nH]cnc2n1
44: C[C@H]1CN([C@@H](C)CO)C(=O)c2cc(-c3cccc(C(=O)N(C)C)c3)cnc2O[C@@H]1CN(C)C(=O)Cc1ccccn1
45: COCCNC(=O)C1CCCN(C(=O)c2csc3ccccc23)CC1 (stereo not drawn)
46: c1cncc(-c2nc3ccccn3c2Nc2ccc3c(c2)OCCO3)c1
47: COc1ccc(C(=O)NCC(=O)N/N=C/c2cccnc2)cc1
48: O=C(COC(=O)[C@@H]1CCCN1C(=O)c1cccs1)NCCc1ccccc1
compound no.	43	44	45	46	47	48
GSIS activator	36.2	1.9	-5.0	-10.4	-1.0	7.1
Cneo AK release	3.3	-6.3	5.5	-0.5	-4.1	-2.2
C2C12 statin	-5.6	.	1.3	0.2	-8.5	0.1
miR122 inh	2.7	-0.3[16.7 µM]	-3.5	.	.	-0.1
PGC1a acetyl inh	-11.5	16.6	0.5	.	.	.
CFTR F508del cor	1.3	1.3	-6.2	6.7	1.3	.
FN deposit inh	3.2	0.1	.	-2.6	-1.6	.
PglD DTNB	-2.1	-0.6	-0.2	-2.8	1.8	5.6

Next section (3 carried over from the part before).
46: c1cncc(-c2nc3ccccn3c2Nc2ccc3c(c2)OCCO3)c1
47: COc1ccc(C(=O)NCC(=O)N/N=C/c2cccnc2)cc1
48: O=C(COC(=O)[C@@H]1CCCN1C(=O)c1cccs1)NCCc1ccccc1
49: COc1ccc(C2CC(=O)n3c(nc4ccccc43)S2)cc1OC (stereo not drawn)
50: CCOC(=O)C1C(=O)NC(N2CCc3ccccc32)=NC1c1ccccc1 (stereo not drawn)
51: O=C1Nc2ccccc2C1(c1ccccc1)c1ccccc1
52: Cc1ccc(CC2CC(=O)N(c3cc(C)on3)C2=O)cc1 (stereo not drawn)
compound no.	46	47	48	49	50	51	52
GSIS activator	-10.4	-1.0	7.1	-8.6	.	.	-0.7
Cneo AK release	-0.5	-4.1	-2.2	-1.8	-1.4	-1.4	-1.2
C2C12 statin	0.2	-8.5	0.1	-5.0	.	7.3	-1.6
miR122 inh	.	.	-0.1	-3.7	-2.5	-2.0	-10.5
PGC1a acetyl inh	.	.	.	5.7	-10.2	-2.0	9.2
CFTR F508del cor	6.7	1.3	.	.	.	.	-5.6
FN deposit inh	-2.6	-1.6	.	.	.	-2.8	-0.8
PglD DTNB	-2.8	1.8	5.6	-1.0	3.7	4.2	1.2

High-throughput results (PubChem BioAssay)

This is a random part of the collection; overall some 2.1% were active at least once.
